Screens from PubChem BioAssay.
MT stabilize HCS: microtubule stabilizers in HeLa cells; actives 0.83% (n = 200,000); % tubulin-high responders, % at 10 µM; HeLa tubulin immunostaining HCS, 24 h; share of cells brighter than vehicle mean+2SD;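 active = plate Z-score above 3 for both tubulin-high and condensed-nucleus cell shares, with cell loss under 80%, at 10 µM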;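 note: anti alpha tubulin signal scored within the nucleus-defined area of each cell; some results filed as inactive read as strong as hits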
Ins promoter up: MIN6 insulin promoter up-regulation; MIN6 insulin promoter-GFP reporter, high-content imaging; hits give high values; z-score at 5 µM; actives 0.3% (n = 190,000);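 active = z-score above 3 at 5 µM with at least 500 cells counted in the well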
Hep lipid drop: hepatic lipid droplet formation modulation. inhibition, % at 6.5 µM. AML12 mouse hepatocytes, oleate lipid droplets, BODIPY imaging. actives 0.4% (n = 240,000);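 active = lipid droplet intensity inhibited by at least 50%, with more than 500 cells counted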
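Material – mouse AML12 hepatocyte cell line, fixed after treatment · Compound dosing – one dose, 6.5 µM compound · Times – compound with oleate, overnight · Measured by – Image-based BODIPY and DAPI two-channel analysis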
Dynein cargo inh: blocks dynein driven cargo transport along microtubules. 3617.4 mouse cells, GR-EGFP nuclear translocation imaging; test concentration mostly 20 µM; stimulated with dexamethasone, 1 µM; hits give low values. AID 1381. actives 0.47% (n = 220,000). z-score, hits read low;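 active = plate z-score of nuclear minus cytoplasmic receptor signal below a set negative limit, without overly bright fluorescence or cell loss, cut at about -3.5 in these data, passing the limit was not always enough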;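 note: z-score of nuclear minus cytoplasmic ring GR-EGFP intensity difference per well; some compounds called inactive have numbers as strong as hits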
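Also added – dexamethasone, 1.0 µM final · Buffer or medium – tet-free, stripped-serum medium · Schedule – induction 48 h, compound 1 h, agonist 30 min · Detection – formaldehyde fixation, Hoechst nuclear stain, 10x automated fluorescence imaging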
bCat nuc transl: alters nuclear translocation of beta-catenin in HeLa cells | immunofluorescence imaging | nuclear translocation activity, % at 5 µM | actives 0.3% (n = 190,000) | AID 1665;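 active = nuclear translocation activity above 50% at 5 µM, with a well cell count of 50 or more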;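 note: per-cell ratio of nuclear to cytoplasmic median beta-catenin stain intensity; plate controls were DMSO negative control for no effect and GSK-3 inhibitor IX positive control for full effect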
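test system = HeLa cells, endogenous beta-catenin | dosing = single 5 µM dose plus 0.02–20 µM confirmation series | times = compound treatment 24 h, 37°C, 5% CO2 | technique = beta-catenin immunofluorescence imaging with DAPI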
CSM14.1 death rescue: protection against thapsigargin-triggered cell killing – 384-well, CSM14.1, ATP luminescence, primary screen (AID 1222) | 190,000 tested, under 10 active | CSM14.1 thapsigargin-induced death rescue, ATP luminescence; higher % means a stronger effect | one-dose cellular ATP content (survival), % at 20 µM; EC50 in µM for titrated hits;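 active = EC50 below 50 µM in the dose-response confirmation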;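 note: death triggered by thapsigargin at about 15 µM added after 2 h compound pretreatment; cell ATP read after overnight thapsigargin exposure of roughly 18 to 22 hours; normalized against plate controls of thapsigargin alone and 5% DMSO vehicle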
Autophagy HCS: alters autophagy in cells. AID 463193. actives 0.98% (n = 190,000). calls only at 10 µM (by protocol). MEF GFP-LC3 puncta imaging; test concentration mostly 10 µM;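 active = percentage of spot-positive cells more than 3 SD above its plate mean, without a fluorescence outlier flag or 80% toxicity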;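 note: spot-positive cell cutoff set from DMSO-treated cells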
PhoP inhibition: inhibitors of PhoP regulon expression, primary screen, Salmonella Typhimurium, GFP reporter (AID 1863); S. Typhimurium PhoP-regulated promoter GFP reporter, 4 h; higher % means a stronger effect; actives 0.16% (n = 300,000); inhibition, % at 50 µM; hits with a dose series show IC50 in µM;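 active = inhibition over 29.93%, a cutoff 3 SD above the screen mean, later confirmed by dose response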;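 note: 0% = low Mg2+ inducing control and 100% = high Mg2+ repressing control; strong numbers were not always called active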
T cell HTS: T cell immune modulators affecting CD8 T cell-vesicle binding. AID 2052. calls only at 7 µM. actives 0.068% (n = 330,000). 2C CD8+ T cell-vesicle binding, flow cytometry; hits give low values;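 active = response, share of CD8 T cells binding vesicles, and their 90th percentile fluorescence all below set limits, cut at about 80% in these data, passing the limit was not always enough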
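material = purified 2C TCR transgenic mouse naive CD8+ T cells | controls = Unloaded micro-vesicles (low), QL9 vesicles with 0.7% DMSO (high) | detection = cytometric PE anti-B7-1 and Alexa647 anti-CD8 signals after 1% paraformaldehyde fixation | incubation = binding step 1.5 h, 37 °C, antibody labelling 20 min, ice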
Dynein cargo inh cytoplasmic EGFP: further read-out of Dynein cargo inh, marked with its call; z-score; measured here: cytoplasmic GR-EGFP intensity; hits give high values
Dynein cargo inh nuclear GR-EGFP: second read-out of Dynein cargo inh, no call of its own (marks repeat the call); z-score; measured here: nuclear GR-EGFP intensity;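 lower value marks the stronger effect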
Dynein cargo inh cell count: recorded beside Dynein cargo inh, whose call it bears; z-score; measured here: cell count per field
Ins promoter up cell count: second read-out of Ins promoter up, no call of its own (marks repeat the call); cell count; measured here: cytotoxicity, nuclei count;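 total cells summed across four imaged fields per well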
Hep lipid drop cells 6.5 µM: recorded beside Hep lipid drop, whose call it bears; cell count; measured here: cell count, cytotoxicity flag;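 cells counted across two imaged fields per well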
bCat nuc transl cell count 5 µM: recorded beside bCat nuc transl, whose call it bears; cell count; measured here: cell count, cytotoxicity flag
T cell HTS vesicle-bound %: second read-out of T cell HTS, no call of its own (marks repeat the call); double positive events, %; measured here: CD8+ vesicle-bound cell fraction;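 binding gate set so that unloaded-vesicle control wells show 10% double positive cells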
MT stabilize HCS Hoechst-high %: second read-out of MT stabilize HCS, no call of its own (marks repeat the call); % Hoechst-high responders; measured here: nuclear condensation Hoechst responders;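 share of cells brighter than vehicle mean plus two SD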
MT stabilize HCS cytotoxicity %: recorded beside MT stabilize HCS, whose call it bears; toxicity, %; measured here: cytotoxicity by cell density;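 0% = mean cell density of plate MIN control wells and 100% = no cells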
Autophagy HCS cell loss 18 h: recorded beside Autophagy HCS, whose call it bears; toxicity, %; measured here: cell loss, nuclei count;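 cell loss after 18 h compound exposure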
Starred values were filed as active, the others as inactive; i = inactive; / = not tested or not shown; + = active, no number.

Each structure is followed by: MT stabilize HCS	MT stabilize HCS Hoechst-high %	MT stabilize HCS cytotoxicity %	Ins promoter up	Ins promoter up cell count	Hep lipid drop	Hep lipid drop cells 6.5 µM	Dynein cargo inh	Dynein cargo inh cytoplasmic EGFP	Dynein cargo inh nuclear GR-EGFP	Dynein cargo inh cell count	bCat nuc transl	bCat nuc transl cell count 5 µM	CSM14.1 death rescue	Autophagy HCS	Autophagy HCS cell loss 18 h	PhoP inhibition	T cell HTS	T cell HTS vesicle-bound %
1	CNC(=O)COC(=O)c1ccc(Cl)c(S(=O)(=O)N2CCCC2)c1
    3.7	1.9	0.2	-0.05	1080	10.0	692	-0.638	-0.203	-0.698	0.465	-3.5	1082	1.0%	i	-9.1	-1.1%	i	62.8
2	CCOC(=O)c1cccc(NC(=O)CSc2nnc(COc3ccccc3)n2CC)c1
    1.9	2.1	11.3	0	1449	/	/	0.0413	-0.188	0.167	-0.574	0.4	1445	-0.6%	i	9.8	14.8%	i	16.0
3	Cc1c(NC(=O)CN2C(=O)c3ccc([N+](=O)[O-])cc3C2=O)c(=O)n(-c2ccccc2)n1C
    6.3	1.1	12.5	2.5	1274	0.7	701	0.74	-0.353	-0.0214	0.614	0.3	1132	-2.0%	i	3.2	7.2%	i	54.7
4	COc1ccccc1NC(=O)C1CCCCN1S(=O)(=O)c1ccc(F)cc1 (stereo unspecified)
    3.7	1.4	4.1	0.29	1509	/	/	0.839	-0.143	1.03	-0.719	-2.1	902	0.9%	i	15.4	-20.0%	i	34.2
5	COc1ccc(CNC(=O)CSc2cccc3cccnc23)cc1
    /	/	/	0.76	1028	8.6	672	1.1	-0.222	1.12	-1.36	0.1	1281	/	/	/	2.4%	i	32.7
6	CC(NC(=O)C(=O)NN=C1CCCC1)c1ccccc1 (stereo unspecified)
    2.1	1.5	2.9	-0.04	1398	0.2	694	0.665	-0.199	0.688	-1.24	-2.2	1034	-0.7%	i	-5.0	1.9%	i	33.2
7	Cc1ccc(C(=O)C(OC(=O)c2cnccn2)c2ccccc2)cc1 (stereo unspecified)
    2.0	2.5	5.3	0.36	1583	10.0	687	-1.05	-0.298	-0.219	1.02	-1.4	994	-1.5%	i	-9.3	-7.4%	i	61.8
8	O=C(NNC(=O)c1ccc([N+](=O)[O-])cc1)NC1CCCCC1
    /	/	/	0.14	1495	-7.3	716	-0.266	-0.251	-0.398	0.344	1.3	1213	/	/	/	-8.6%	i	24.4
9	Cc1ccc(S(=O)(=O)NCCC(=O)NCc2ccccc2)cc1
    3.7	2.7	11.6	-0.56	1554	/	/	-1.16	-0.241	-0.516	0.412	-1.5	1356	-0.9%	i	6.1	11.1%	i	9.1
10	O=C(Cc1cccc2ccccc12)N/N=C/c1ccc(OC(=O)/C=C/c2ccco2)cc1
    2.3	1.3	2.3	/	/	-7.6	617	-1.28	-0.146	-0.552	0.751	3.3	530	-1.6%	i	10.2	2.4%	i	51.8
11	Cc1sc2ncnc(Sc3nnnn3-c3ccc(Cl)cc3)c2c1C
    7.8	5.0	3.1	0.15	929	/	/	-2.63	0.547	-0.971	-0.45	-1.3	1220	9.0%	i	10.9	7.3%	i	34.3
12	Cc1ccc(OCC(O)CNCc2ccccc2)cc1C (stereo unspecified)
    /	/	/	0.06	1071	13.5	723	-1.26	-0.168	-0.716	0.605	-1.4	1322	/	/	/	-11.3%	i	26.8
13	Cc1ccc(N2C(=O)c3cccc4c(C(=O)O)ccc(c34)C2=O)cc1
    2.4	3.8	11.3	-0.14	1561	-3.1	672	0.385	-0.248	-0.212	0.651	2.4	909	-0.3%	i	18.9	3.9%	i	52.3
14	CCCCC(=O)Nc1sc2c(c1C(=O)OCC)CCC(C=O)=C2Cl
    2.9	1.1	11.8	1.2	1569	/	/	4.13	8.32	4.14	-4.23	2.3	1375	2.9%	i	17.5	-8.6%	i	10.7
15	CN(CCOc1cccc(C(F)(F)F)c1)Cc1ccccc1
    1.2	1.3	4.5	0.18	1615	17.6	649	-0.375	-0.0371	0.578	0.0599	-3.5	1146	-2.4%	i	6.1	-4.9%	i	47.3
16	CCN(CC)c1ccc(NC(=O)c2ccccc2OCC(=O)OC)cc1
    1.3	1.5	0.7	0.38	1642	3.4	688	0.753	-0.109	1.29	-1.25	-2.5	1012	-1.8%	i	-15.0	1.1%	i	61.9
17	O=C(COc1ccccc1Cl)N1CCN(c2ccc([N+](=O)[O-])c(N3CCOCC3)c2)CC1
    3.0	1.9	9.2	-0.05	1847	5.2	625	-0.345	-0.232	-0.354	0.489	-1.6	1079	-2.5%	i	16.9	11.6%	i	20.9
18	COc1ccc(NC(C)=O)cc1NC(=O)CN1CCN(c2ccccn2)CC1
    4.1	2.3	5.5	-1.15	1793	11.9	690	-1.81	-0.256	-0.189	0.855	-1.3	1002	-1.4%	i	-54.0	-10.0%	i	42.4
19	CC(/C=N\N1CCN(c2ccc(Cl)cc2)CC1)=C\c1ccccc1
    3.2	1.7	2.5	1.6	1691	-1.4	678	-0.00559	-0.228	-0.185	0.377	-0.7	1077	-2.6%	i	-18.5	-0.4%	i	48.7
20	Cc1ccc(-c2nc(N)sc2CC(=O)OCC(=O)NC2CCCC(C)C2C)cc1 (stereo unspecified)
    3.4	2.2	5.5	-0.26	1479	11.8	678	-0.101	-0.139	-0.183	-0.0798	1.1	1140	-1.6%	i	4.6	6.9%	i	24.2
21	COC(=O)c1ccccc1NS(=O)(=O)c1ccc2c3c(cccc13)C(=O)N2
    5.3	3.7	8.4	0.91	1217	/	/	3.37	-0.011	2.59	-2.66	2.0	1438	-0.6%	i	-4.3	/	i	37.8
22	CC1=C(C(N)=O)C(c2ccccc2F)NC(=O)N1 (stereo unspecified)
    3.3	1.1	5.8	1.48	910	9.2	835	-0.636	-0.216	0.177	1.31	/	/	-1.5%	i	-9.3	-3.9%	i	30.1
23	O=C(Nc1ccccc1)Nc1ccc(Cl)c(S(=O)(=O)N2CCOCC2)c1
    8.6	0.6	8.5	-0.54	1717	0.7	670	0.741	-0.299	-0.0141	0.931	-0.5	1058	-2.1%	i	11.9	5.3%	i	47.7
24	CCOC(=O)Cc1nc2cc(Cl)ccc2o1
    1.5	2.9	14.9	0.38	1505	-7.6	637	1.26	-0.266	0.382	-0.105	-0.3	970	0.0%	i	5.2	2.9%	i	25.8
25	CCOC(=O)/C=c1\s/c(=C\c2ccc3cc(OC)ccc3c2)c(=O)n1CC(=O)NCC1CCCO1 (stereo unspecified)
    2.7	2.7	2.3	-0.97	977	/	/	1.91	2.88	1.3	-1.38	0.9	1088	-2.2%	+	5.3*	-5.4%	i	43.5
26	CC(C)Cc1cc(C(=O)Nc2sc3c(c2C#N)CCCC3)no1
    5.8	3.1	7.3	/	/	20.5	738	0.729	-0.0351	0.56	0.442	-4.7	1163	/	i	15.2	-4.1%	i	7.2
27	COC(=O)C(NC(C)=O)(Nc1ccccn1)C(F)(F)F (stereo unspecified)
    3.5	1.4	6.7	0.01	1535	/	/	0.0597	-0.245	0.168	0.41	-2.3	1376	-1.2%	i	3.1	-6.3%	i	33.7
28	Cc1cccc(C)c1OCC(=O)NCc1nnc(SCC(=O)NC2CCCCC2)n1C
    2.9	2.5	6.6	-0.3	1151	0.6	703	1.28	-0.203	0.506	0.0158	-1.3	1129	/	i	11.1	-1.1%	i	33.9
29	CC(Sc1nnc(-c2ccc(Cl)cc2)n1C)C(N)=O (stereo unspecified)
    2.0	1.2	6.4	0.35	1165	/	/	-0.757	-0.228	-0.219	1.08	-4.6	1014	3.4%	i	-3.6	16.1%	i	37.7
